S3 lipid droplet: qHTS Assay for Lipid Storage Modulators in Drosophila S3 Cells; Drosophila S3 cells, BODIPY lipid droplet fluorescence, 18-24 h; cells fed with added oleic acid; Potency in µM for hits, for the others lipid storage change, negative = inhibition, % at the top dose, mostly 46.1 µM; hit rate 0.64% among 320,000; AID 2685; active means well fitted inhibition curve with a large enough effect in the signal ratio, with a control signal flat, not every such curve was filed as active; inconclusive means small, poorly fitted or top-dose-only effect, or effect the other way, or a change in a side signal; the % refers to the signal ratio
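Drosophila S3 cells loaded with oleic acid (400 uM, as added) and compounds at several concentrations; lipid droplets imaged by 488-nm laser-scanning cytometry, 500–530 nm intensity and object ratio to cell channel. Percent activity normalized to 20 uM Triacsin C.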
S3 lipid droplet cell count max: also measured in S3 lipid droplet; calls as there; cell number change, %; measured here: cell count max response;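 cells counted by Cell Tracker Red CMTPX staining in the red channel; peak over a dose series mostly up to 46.1 µM; percent activity relative to internal control wells on each plate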
* = called active by the depositor; i = inactive; ? = inconclusive; · = not tested or not shown; [ ] = remark or other dose. On the % scale 0 is the no-effect control and ±100 the full control effect; potency means the concentration at half of the fitted maximal effect. The list is partial (hit frequency here may not be typical).

mol,S3 lipid droplet,S3 lipid droplet cell count max
C=CCn1c(CCn2c3ccccc3c3ccccc32)n[nH]c1=S,?,·
CC(NC(=O)/C(C#N)=C1\N=C(NC(=O)c2ccco2)c2ccccc21)c1ccccc1 (stereo not given),6%,12
O=C(O)c1cc2c(cc1NC(=O)c1c(F)cccc1Cl)OCCCO2,?,·
CCn1c(SCC(=O)Nc2nccs2)nnc1-c1ccccn1,?,·
CCc1nnc(NC(=O)c2ccc(S(=O)(=O)N(CC(C)C)CC(C)C)cc2)o1,?,·
CC(=O)c1cccc(N2C(=NC(=O)COc3ccccc3)SC3CS(=O)(=O)CC32)c1 (stereo not given),i,5
COc1ccccc1NC(=O)Nc1cc(C(C)(C)C)nn1C,-13%,-10
Cc1sc(NC(=O)c2ccco2)c(CN2CCN(c3ccc(F)cc3)CC2)c1C,?,·
Cn1cc(-c2cccc(C(F)(F)F)c2)cc(C#N)c1=O,?,·
CCc1cccc(C)c1NC(=O)CSc1nnc(C)o1,?,·
O=C1CCCN1c1ccc(CNS(=O)(=O)c2ccc(F)cc2)cc1,?,·
COc1cccc(-c2noc(-c3ccc(Br)o3)n2)c1,0%,17
Cc1ccc(NC(=O)C2CC(O)CN2C(=O)Oc2ccccc2)c(C)c1 (stereo not given),i,-22
C=CCCC(=O)Nc1ccc(Br)cn1,6%,12
CC/C(=N\NC(=O)c1c(C)nc2ccccn12)c1ccc(Cl)cc1,?,·
O=C(NC1CCN(Cc2ccc(Cl)c(Cl)c2)CC1)c1ccccc1,-4%,-17
COc1ccc(C2=NO[C@@H]3C(=O)N(c4ccc5c(c4)OCCO5)C(=O)[C@H]23)cc1OC,i,12
CCOC(=O)c1ccc(NC(=O)c2cc(C)nn2-c2ccccc2)cc1,8%,21
O=C(COc1ncnc2ccccc12)NCCC1=CCCCC1,8%,4
Cn1c(SCCCC(=O)c2ccc(Br)cc2)nnc1-c1ccncc1,?,·

In the list so far, three have a furan ring, fused or not.
mol,S3 lipid droplet,S3 lipid droplet cell count max
CC(NC(=O)/C(C#N)=C1\N=C(NC(=O)c2ccco2)c2ccccc21)c1ccccc1 (stereo not given),6%,12
Cc1sc(NC(=O)c2ccco2)c(CN2CCN(c3ccc(F)cc3)CC2)c1C,?,·
COc1cccc(-c2noc(-c3ccc(Br)o3)n2)c1,0%,17

(continued)
mol,S3 lipid droplet,S3 lipid droplet cell count max
Cc1cccc(N2CCN(C(=O)COCc3cc(-c4ccc5c(c4)OCO5)on3)CC2)c1C,i,-16
O=C(C1=C(O)C(=O)N(c2ccccc2)C1c1ccc([N+](=O)[O-])cc1)c1cccs1 (stereo not given),?,·
CCOc1ccc(CCNC(=O)COC(=O)/C=C/c2ccc(OC(F)F)c(OC)c2)cc1OCC,?,·
COCCn1c(SCC(=O)NCc2ccccc2)nc2ccccc21,?,·
COn1c(SC2CCCCC2)nc2ccccc2c1=O,?,·
CC1=NOC(=O)/C1=C\c1ccc(-c2ccc(Cl)c(C(=O)O)c2)o1,?,·
CCOC(=O)C1CCCN(C(=O)c2cc(S(=O)(=O)N3CCCCCC3)ccc2OC)C1 (stereo not given),13%,7
Cc1cc(=O)[nH]c(SCC(=O)NCC2CCCCC2)c1C#N,6%,3
CCn1cc(S(=O)(=O)N2CCN(c3ccc(Cl)cc3)CC2)cn1,?,·
Cc1ccc(S(=O)(=O)N2CCN(C(=O)C3=COCCO3)CC2)cc1C,12%,-17
Cn1c(Cc2ccccc2)nnc1SCc1cc(=O)n2ccsc2n1,0%,·
CC(C)(CO)CNC(=O)CCc1nnc(C2(c3ccc(Cl)cc3)CCC2)o1,6%,7
COc1cc2c(cc1NC(=O)C(C)NCc1ccccc1)oc1ccccc12 (stereo not given),?,·
CC(C)Cn1cnc2c(=O)oc3ccccc3c21,?,·
CC(C)N=C1SCC(C)(/C=N/O)S1 (stereo not given),?,·
CCCc1nnc(SCC(=O)Nc2ccc(Cl)cc2Cl)o1,?,·
CCN(CC)CCNC(=O)c1ccc(NC(=O)c2cccc(S(=O)(=O)Nc3ccc(C)cc3)c2)cc1,-10%,-23
CC(Cc1ccccc1)N1C(=O)c2cccc([N+](=O)[O-])c2C1=O (stereo not given),i,1
O=C(CNC(=O)c1ccc(-c2ccccc2)cc1)OCc1ccc(Br)cc1,?,·
CCOC(=O)CSc1nc2cc(OCC)ccc2cc1C#N,?,·

In another format: results already given.
Results follow in this order: S3 lipid droplet, S3 lipid droplet cell count max
CCN(CC)CCNC(=O)c1ccc(NC(=O)c2cccc(S(=O)(=O)Nc3ccc(C)cc3)c2)cc1
    -10%, -23
CCOc1ccc(CCNC(=O)COC(=O)/C=C/c2ccc(OC(F)F)c(OC)c2)cc1OCC
    ?, ·
CC(C)(CO)CNC(=O)CCc1nnc(C2(c3ccc(Cl)cc3)CCC2)o1
    6%, 7
COCCn1c(SCC(=O)NCc2ccccc2)nc2ccccc21
    ?, ·
CC(C)Cn1cnc2c(=O)oc3ccccc3c21
    ?, ·

The listing continues.
mol,S3 lipid droplet,S3 lipid droplet cell count max
CN1CCN(C(=O)Nc2cccc(-c3ccccc3)c2)CC1,-9%,3
CC1CCc2cc(F)cc3c(=O)c(C(=O)O)cn1c23 (stereo not given),?,·
Cc1ccc(S(=O)(=O)N(C)c2cc(S(N)(=O)=O)c(C)cc2C)cc1,?,·
CS(=O)(=O)Cc1cc(Sc2ccccc2)nc(-c2ccncc2)n1,?,·
C=CCNC(=O)c1ccccc1NC(=O)c1ccccc1,?,·
Cc1[nH]nc2c1C1(CCC(c3ccccc3)CC1)C(C#N)=C(N)O2 (stereo not given),?,·
Cc1ccc(S(=O)(=O)c2n[nH]n3c2nc(=O)c2ccccc23)cc1,-5%,-14
COc1ccccc1C1CC(=O)NC(SCC(=O)Nc2ccccc2)=C1C#N (stereo not given),?,·
Cc1cc(C(F)(F)F)nc(CCNC(=O)C2CCC(=O)N(Cc3cccc(F)c3)C2)n1 (stereo not given),17%,23
O=C(O)Cn1c2ccccc2c2n[nH]c(=S)nc21,?,·
CC(=O)c1ccc(NC(=S)NCc2cccnc2)cc1,12%,-15
CCC(C)NS(=O)(=O)c1ccc(N)cc1 (stereo not given),?,·
Cc1ccc(NC(=O)CCNS(=O)(=O)c2ccc3c(c2)CCC(=O)N3)cc1F,i,5
COc1cc(CC(=O)OCc2ccccc2F)cc(OC)c1OC,?,·
O=C1CCC(=O)N1c1ccc(NC2CCN(Cc3ccccc3)CC2)c([N+](=O)[O-])c1,?,·
O=C(CCC1CCCN(C(=O)Cc2ccc(F)cc2)C1)N1CCN(c2ccccn2)CC1 (stereo not given),-5%,-10
Nc1nc(NCc2ccccc2)nc(NCc2ccccc2)c1[N+](=O)[O-],?,·
S=C(NCc1cccnc1)Nc1cccc(Cl)c1,7%,-11
CNC(=O)C1=C(C)n2c(nc3ccccc32)NC1c1ccc(OC)cc1 (stereo not given),7%,9
CCOc1ccc2c(c1)n(CO)c(=S)n2CO,i,·
COc1ccccc1/C=C1\SC(=S)N(CCC(=O)N2CCCCC2CCO)C1=O (stereo not given),?,·
COc1ccc(CNC(=O)CN(C(=O)CCC(=O)Nc2nccs2)c2ccc(C)cc2)cc1,?,·
Cc1ccccc1N(CC(=O)NC(C)(C)C)C(=O)CCC(=O)Nc1nccs1,7%,-10
Cc1cccc(N2CCN(C(=O)Cn3sc4nc(C)cc(C)c4c3=O)CC2C)c1 (stereo not given),?,·
COC(=O)CSc1[nH]c(=O)cc(C)c1C#N,-5%,-29
Cc1occc1C(=O)NC(C)C1CCCO1 (stereo not given),-3%,8
CCc1ccccc1NC(=S)N(CCN(C)C)C(C)c1ccco1 (stereo not given),?,·
Cc1c(S(=O)(=O)Nc2cccc3ccccc23)c(=O)n(C)c(=O)n1C,4%,-1
Cc1cccc(N(C)Cc2nnc(-c3cccc(Br)c3)o2)c1,?,·
CCN(CC(=O)Nc1c(F)cccc1F)C(=O)CNC(=O)c1sc2ccccc2c1Cl,?,·
c1ccc(COc2ccc(CNn3cnnc3)cc2)cc1,i,-13
Cc1csc2ncc(C(=O)Nc3ccc4c(c3)OCCO4)c(=O)n12,?,·
CCN(CC)S(=O)(=O)c1ccc2c(c1)c(=O)c(C(=O)N1CCN(c3ccccc3)CC1)cn2C,3%,-13
COc1ccccc1NS(=O)(=O)c1cccc(NC(=S)NCCN2CCOCC2)c1,14%,-11
O=C(NCc1ccc(Cl)cc1)C(=O)NCC1CCCN1S(=O)(=O)c1cccs1 (stereo not given),11%,-29
CC(C)N(C(=O)CSc1nnc(NC(=O)c2ccco2)s1)C(C)C,?,·
CCCn1c(=O)c(C(=O)Nc2ncccc2C)c(O)c2ccccc21,?,·
NC(=O)CC(NC(=O)c1ccc(Br)cc1)c1ccc(N2CCN(c3ccccc3)CC2)c([N+](=O)[O-])c1 (stereo not given),?,·
Cc1ccccc1C(OCC(O)CN1CCN(CCO)CC1)c1ccccc1 (stereo not given),?,·
CCN1CCN(c2ccc(NC(=O)c3ccc([N+](=O)[O-])o3)cc2Cl)CC1,?,·
COc1ccc(N/C(N)=N/c2nc(CSc3ccc(Cl)cc3)cc(=O)[nH]2)cc1,?,·
CCOC(=O)Cn1nc(-c2ccccc2)c2cnc3ccc(C)cc3c21,?,·
O=C(CC(Sc1ccccc1)c1cccs1)c1ccco1 (stereo not given),?,·
COc1cccc(NCc2nnc(SCC(=O)N(C)C3CCS(=O)(=O)C3)n2C2CCCCC2)c1 (stereo not given),?,·
CC(=O)c1c(C)[nH]c(C(=O)NCCc2cccc(C)c2)c1C,4%,1
Cc1ccc(CNC(=O)C2CC(=O)OC23CCCC3)c(C)c1 (stereo not given),-2%,-10
C/C(N)=C(/C#N)C(=O)CSc1nc(C2CCCCC2)n(-c2ccccc2)n1,?,·
CCOC(=O)/C(=N\Nc1ccccc1Cl)N(C)C1CCCCC1,?,·
CN(CCOc1ccccc1)C(=O)c1ccc2c(c1)OCO2,?,·
CCOC(=O)Cn1nc(C)c(NC(=O)COc2ccccc2)c1C,?,·
CCOC(=O)N1CCN(C(=O)c2cc(COc3ccc(OC)cc3Cl)on2)CC1,i,·
Cc1cc(C)c2nc(N(CCN(C)C)C(=O)c3ccc4ccccc4c3)sc2c1,?,·
C1CCc2nnc(C3CC3)n2CC1,?,·
CCn1cc(CN2CCC(n3nccc3NC(=O)c3ccc(OC)cc3)CC2)cn1,3%,-6
CC(C)NC(=O)CN1C(=O)c2ccccc2S1(=O)=O,?,·
Cc1cccc(C(=O)OC(C)C(=O)NC2CCCc3ccccc32)c1O (stereo not given),?,·
COc1cccc(/C=C/c2ccncc2)c1OC,-14%,-9
COc1ccc(-n2nc3c(N4CCC(C(=O)NCCc5ccco5)CC4)nnc(C)c3c2C)cc1,?,·
CC(C)CNc1oc(-c2ccccc2Cl)nc1C#N,0%,7
COc1cccc(N2CC(C(=O)OC(C)C(=O)c3ccccc3)CC2=O)c1 (stereo not given),-1%,6

Filtered by structure: the entries above with a COOH group (4)
mol,S3 lipid droplet,S3 lipid droplet cell count max
O=C(O)c1cc2c(cc1NC(=O)c1c(F)cccc1Cl)OCCCO2,?,·
CC1=NOC(=O)/C1=C\c1ccc(-c2ccc(Cl)c(C(=O)O)c2)o1,?,·
CC1CCc2cc(F)cc3c(=O)c(C(=O)O)cn1c23 (stereo not given),?,·
O=C(O)Cn1c2ccccc2c2n[nH]c(=S)nc21,?,·

Remaining list, next part
mol,S3 lipid droplet,S3 lipid droplet cell count max
Cc1ccc(-c2nc(C3CCCN(S(=O)(=O)c4ccc(C)cc4)C3)no2)cc1 (stereo not given),-4%[9.22 µM],3
Cc1ccccc1N1CCN(Cc2c[nH]c3ccccc23)CC1,?,·
Brc1ccc(CSc2nccn2-c2ccccc2)cc1,-15%,-5
O=C(CN1CCCC(O)C1)N1c2ccccc2Sc2ccc(C(F)(F)F)cc21 (stereo not given),?,·
CCOC(=O)C1=C(c2ccccc2)N=c2s/c(=C\c3ccc(O)cc3)c(=O)n2C1c1cccs1 (stereo not given),?,·
O=C(Nc1nc2ccccc2c2nc3ccccc3n12)c1ccc(F)cc1,?,·
CCC(C)(C(=O)NC1CCCC1)N(C(C)=O)c1ccc(C)cc1 (stereo not given),?,·
O=C(O)C1(c2ccccc2)CCN(S(=O)(=O)c2ccc(Cl)s2)CC1,2%,19
O=S(=O)(NCCCN1CCOCC1)c1ccc(Cl)cc1,?,·
CCOC(=O)C1=C(CS(=O)(=O)c2ccccc2)NC(=O)NC1c1ccccc1OCC (stereo not given),0%,-1
Cc1cccc(NC(=O)c2cc(-c3ccc(C)s3)nc3ccccc23)n1,?,·
